EBNA-1 inh – blocks EBNA-1 binding to DNA. actives 0.34% (n = 300,000). EBNA-1 DNA binding, fluorescence polarization. AID 1950. inhibition, % at 14.8 µM; in the data active = inhibition above about 28%
LYPLA1 counter – blocks human lysophospholipase 1, a PME1 counter-screen; O75608; recombinant LYPLA1, FP-Rh probe fluorescence polarization; inhibition, % at 5.9 µM; actives 0.16% (n = 320,000); AID 2174;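 active = inhibition above the mean of all tested compounds plus 3 SD, set per campaign, cut at about 14% in these data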;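 also: inhibitors block serine hydrolase probe labeling of LYPLA1 so polarization falls; 0% = enzyme with DMSO and 100% = wells lacking LYPLA1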
Target sequence (O75608 whole entry, looked up): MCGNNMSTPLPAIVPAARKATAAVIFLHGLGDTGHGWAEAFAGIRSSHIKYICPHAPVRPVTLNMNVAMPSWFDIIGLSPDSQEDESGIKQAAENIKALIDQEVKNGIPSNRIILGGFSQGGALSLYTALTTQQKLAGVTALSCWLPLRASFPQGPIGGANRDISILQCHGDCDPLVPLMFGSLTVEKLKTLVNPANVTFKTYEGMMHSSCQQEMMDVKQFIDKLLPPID
GSTO1 inh – blocks human GSTO1 in RBBP9 counter-screen; P78417; inhibition, % at 5.96 µM; actives 1.1% (n = 300,000); recombinant GSTO1, activity-based probe fluorescence polarization;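 active = inhibition above the campaign mean inhibition plus 3 SD, cut at about 35% in these data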;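 also: 0% = GSTO1-1 with DMSO and 100% = wells lacking GSTO1-1 enzyme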
Target sequence (P78417 whole entry, looked up): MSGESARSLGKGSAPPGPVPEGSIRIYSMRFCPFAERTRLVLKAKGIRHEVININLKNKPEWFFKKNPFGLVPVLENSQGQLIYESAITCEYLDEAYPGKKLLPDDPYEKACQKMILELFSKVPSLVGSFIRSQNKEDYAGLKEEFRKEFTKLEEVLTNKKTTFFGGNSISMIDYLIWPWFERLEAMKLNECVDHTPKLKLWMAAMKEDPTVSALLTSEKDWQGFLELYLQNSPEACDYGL
LYPLA2 counter – blocks human lysophospholipase 2, a PME1 counter-screen; recombinant LYPLA2, FP-Rh probe fluorescence polarization; inhibition, % at 5.9 µM; actives 0.38% (n = 320,000);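 active = inhibition above the screen-wide mean plus 3 SD, limit set per campaign, cut at about 26% in these data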;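 also: 0% = LYPLA2 with DMSO and 100% = wells lacking LYPLA2 enzyme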
Target sequence (O95372 whole entry, looked up): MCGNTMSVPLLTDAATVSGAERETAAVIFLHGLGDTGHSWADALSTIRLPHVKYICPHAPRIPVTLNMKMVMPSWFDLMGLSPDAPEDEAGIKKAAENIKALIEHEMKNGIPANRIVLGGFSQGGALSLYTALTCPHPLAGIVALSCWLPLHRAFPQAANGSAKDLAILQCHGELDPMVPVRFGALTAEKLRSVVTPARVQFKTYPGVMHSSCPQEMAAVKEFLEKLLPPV
PAD4 inh – blocks human protein arginine deiminase 4; recombinant PAD4, RCA probe fluorescence polarization; actives 0.41% (n = 330,000); AID 485272; inhibition, % at 6.36 µM;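 active = percent inhibition above a cutoff equal to the mean of all tested compounds plus 3 SD, cut at about 15% in these data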;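 also: 0% = PAD4 with RCA probe and DMSO and 100% = probe without PAD4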
PREPL inh – inhibits the human prolyl oligopeptidase-like enzyme; Q4J6C6; recombinant PREPL, fluorescence polarization activity-based probe; inhibition, % at 5.96 µM; actives 0.68% (n = 320,000); AID 2751; in the data active = inhibition above about 43%;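 also: 0% = enzyme with DMSO and 100% = wells lacking enzyme; many of its hits are not listed in these tables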
PAFAH1B3 inh – PAFAH1B3 (human) inhibition. Q15102. recombinant PAFAH1B3, FP-rhodamine probe, fluorescence polarization. inhibition, % at 3.39 µM. actives 0.28% (n = 340,000). AID 492972;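 active = inhibition above the screen-wide average of all tested compounds plus 3 SD, cut at about 25% in these data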;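 also: 0% = enzyme with DMSO only and 100% = wells lacking PAFAH1B3 protein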
Target sequence (Q15102 whole entry, looked up): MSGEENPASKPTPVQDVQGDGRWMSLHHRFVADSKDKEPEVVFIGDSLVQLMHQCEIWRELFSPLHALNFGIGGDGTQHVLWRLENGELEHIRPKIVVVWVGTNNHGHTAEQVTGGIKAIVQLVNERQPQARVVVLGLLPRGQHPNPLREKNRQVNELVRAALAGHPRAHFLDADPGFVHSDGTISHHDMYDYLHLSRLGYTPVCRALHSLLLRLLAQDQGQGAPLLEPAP
PAFAH2 FP inh – inhibitors of human PAFAH2 | recombinant PAFAH2, FP-rhodamine activity probe, fluorescence polarization | actives 0.99% (n = 340,000) | inhibition, % at 3.39 µM;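 active = inhibition above the mean over all tested compounds plus 3 SD, cut at about 30% in these data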;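 also: inhibitors block probe labeling of enzyme so polarization drops; 0% = enzyme with DMSO and 100% = wells lacking PAFAH2 protein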
ZTA DNA inh – blocks Epstein-Barr virus ZTA, an EBNA-1 counter-screen; P03206; ZTA-DNA binding, fluorescence polarization; inhibition, % at 11 µM; actives 0.15% (n = 320,000); AID 2234; in the data active = inhibition above about 33%
Starred values were filed as active, the others as inactive; . = no result given.

SMILES	EBNA-1 inh	LYPLA1 counter	GSTO1 inh	LYPLA2 counter	PAD4 inh	PREPL inh	PAFAH1B3 inh	PAFAH2 FP inh	ZTA DNA inh
Cc1ccc([N+](=O)[O-])c(OCCCN2CCCCCC2)c1	0	1	2	-1	-3	25	13	-2	7
O=c1c2cc(Cl)ccc2nc(-c2ccccc2Cl)n1O	-12	-1	0	-7	0	6	7	6	-5
CCCCC(C(=O)NC1CCCC1)N(Cc1ccccc1)C(=O)c1snc(C(N)=O)c1N (stereo unspecified)	-3	0	3	-6	1	-4	5	8	8
S=c1[nH]ncn1-c1ccccn1	1	1	7	5	-5	-9	6	5	1
CC(Oc1cccc(F)c1)C(=O)/C=C\N(C)C (stereo unspecified)	1	-2	0	-1	3	0	-4	3	-12
CCC(c1ccc(O)cc1)C(CC)c1ccc(O)cc1 (stereo unspecified)	1	-9	0	-14	-3	-3	-1	-7	6
COc1ccc(CNC(=O)CSc2ccc(Br)cc2)cc1OC	-8	3	10	-7	-4	4	4	4	1
CCOc1ccc(NC(=O)CN2CCCC2c2cccs2)cc1S(=O)(=O)N1CCCC1 (stereo unspecified)	.	0	.	8	-3	9	3	5	-23
CCN(CC(=O)NC(C)C)C(=O)[C@H](C)NC(=O)c1ccc(Br)cc1	-2	2	15	5	4	11	13	3	-10
COC(=O)c1cc2c(C)nn(-c3ccccc3)c2s1	-2	-2	-3	-2	2	-9	7	2	-20
C=CCn1c(=O)c2ccccc2n2c(SCC(=O)N3CCCc4ccccc43)nnc12	-3	5	2	4	2	9	-7	3	-5
CC(=O)NC(Cc1ccccc1)C(=O)OCC(=O)c1ccc(Cl)cc1 (stereo unspecified)	-11	-1	8	5	5	-6	2	13	-5
CCCCNC(=O)c1ccc2c(c1)N(CC)C(=O)CS2	-1	8	3	10	-3	6	1	6	-2
N#CC1=C(SCc2ccc(C#N)cc2)N=C(N)C(c2nc(-c3ccccc3)cs2)C12CCCCC2 (stereo unspecified)	-3	-17	-15	-29	-7	-20	-4	-25	11
Cc1ccc(C(c2sc3nc(C)nn3c2O)N2CCN(C(=O)c3ccco3)CC2)cc1 (stereo unspecified)	0	1	10	6	-4	-1	11	0	-15
O=P(O)(CCc1ccccc1)C(O)c1ccccc1 (stereo unspecified)	8	2	-3	10	2	6	0	2	-25
O=C(CCC(=O)Nc1ccc(F)cc1)N/N=C/c1cccc(Br)c1	-1	-5	-2	-4	-3	6	-1	-6	-3
COc1ccc2c(CC(=O)OCC(=O)Nc3cc(C)c(C)cc3[N+](=O)[O-])coc2c1	-5	-8	10	-2	-2	23	2	6	-4
O=C(Nc1ccc(F)cc1)c1ccc(-n2ccnc2)nc1	3	2	-3	9	-4	-2	4	0	1
O=C(COc1cc2oc(=O)cc(-c3ccccc3)c2cc1Cl)NCCN1CCOCC1	-11	2	-1	-2	-2	4	2	4	-2
CC(=O)Nc1ccc(NC(=O)c2ccc3c(c2)C(=O)N(c2ccccc2C)C3=O)cc1	11	0	-9	-2	0	0	-4	-3	2
Cc1ccc(N(C(=O)c2cnccn2)C(C(=O)NC2CCCCC2)c2ccc(O)cc2)cc1 (stereo unspecified)	-3	-2	5	-1	3	7	5	2	6
S=C(NCc1ccco1)Nc1ccccn1	-6	1	7	-5	-1	13	-1	8	-1
CCOC(=O)c1ccc(NC(=O)Cn2ccc([N+](=O)[O-])n2)cc1	4	2	3	0	-6	5	7	8	-12
Cc1ccc(-n2c(C)c([N+](=O)[O-])c3ccc(O)c(CN(C)C)c32)cc1	-5	4	7	9	1	8	-2	-10	9

Additional records
SMILES	EBNA-1 inh	LYPLA1 counter	GSTO1 inh	LYPLA2 counter	PAD4 inh	PREPL inh	PAFAH1B3 inh	PAFAH2 FP inh	ZTA DNA inh
O=C(Nc1ccc(Cl)cc1)N1CCCC(Cn2cccc2)C1 (stereo unspecified)	11	-2	-2	3	0	-5	2	-2	14
CCCCC[C@@H]1C=C(C(=O)O)[C@H](c2ccc(Cl)c(Cl)c2)N1S(=O)(=O)c1ccc(C)cc1	.	.	.	.	-3	5	-3	8	.
COc1ccc2c(Cl)c(C(=O)N/N=C/c3ccncc3)sc2c1	-10	-18	4	-36	-9	-11	-19	-22	0
Cc1cccc(NC(=S)N2CCN(C(=O)c3ccco3)CC2)c1	-2	2	4	1	-5	15	2	3	-4
Cc1cc(C)nc(/N=C2\NC(=O)CC(C(=O)O)N2c2ccc(Cl)cc2)n1 (stereo unspecified)	6	0	0	-2	-1	-2	8	-4	-7
COc1ccc(CCNCc2cc3ccc(C)cc3[nH]c2=O)cc1OC	2	-5	4	1	1	5	1	-5	13
COc1ccc(NC2CCCN(C(=O)c3ccncc3)C2)cc1 (stereo unspecified)	6	-2	10	6	-3	21	2	-9	-13
COc1cc(C=O)ccc1OCc1ccccc1Br	-1	-2	0	7	-8	13	1	-5	-3
Cc1ccc(C(=O)Nc2cccc(C(F)(F)F)c2)cc1NC(=O)c1[nH]cnc1C(N)=O	.	.	.	.	6	-6	-10	-14	.
COc1ccc(C(=O)CCN2CCCCCC2)cc1	-5	-2	-15	-3	4	13	3	-8	9
Cc1ccc(N(O)C(=O)OCCNC(=O)Nc2ccccc2)cc1	1	-4	-1	3	0	0	3	-4	7
COc1cc(C(=O)NNC(=O)COc2cccc(F)c2)ccc1OCC(=O)N1CCOCC1	.	-2	.	9	-4	-2	4	0	1
Cc1c(C(=O)NC(=S)Nc2ccc(N3CCOCC3)cc2)cccc1[N+](=O)[O-]	-1	-3	1	-3	-5	-4	-5	1	8
CCOc1ncccc1C(=O)OCc1ccccc1	1	0	-7	-3	0	10	-4	4	2
CN(Cc1ccccc1)c1ccc2nnc(-c3ccccc3)n2n1	2	-2	-4	2	0	-50	6	-1	10
Cc1ccc(S(=O)(=O)N2CCOCC2)cc1C(=O)Nc1ccccn1	-13	1	5	-1	-3	0	8	-3	-12
Cc1cc2c(c(=O)o1)C1(C(=O)N(C)c3ccccc31)C(C#N)=C(N)O2 (stereo unspecified)	-16	-4	3	-8	-4	5	5	-4	0
Cc1nn(C)cc1C(C(=O)NC1CCCCC1)N(CCc1ccccc1)C(=O)c1cnccn1 (stereo unspecified)	-13	-5	-7	-2	-5	-9	-1	3	2
O=C(NNC(=O)c1c(F)cccc1F)c1ccccc1-n1cccc1	-4	-6	1	-3	0	-5	3	0	-5
CC1CCN(CCCCOc2ccc(F)cc2)CC1	13	-1	6	-7	5	7	7	-5	-6
C/C=C(\C)C(=O)NCCN1C2=NC[C@@H](C)N2C[C@@H]1Cc1ccc(OC)cc1	-4	2	-1	-1	-4	17	-3	0	-12
OCCN(Cc1nc(-c2ccc3c(c2)OCO3)no1)Cc1cccs1	-2	0	2	3	-3	2	-7	-4	-4
COc1ccc(S(=O)(=O)N2CCOC2CNC(=O)C(=O)NCc2ccncc2)cc1OC (stereo unspecified)	12	-1	0	6	-1	-1	5	3	-6
O=C(CC(C(=O)O)c1ccc(Cl)cc1)c1ccc(Cl)c(Cl)c1 (stereo unspecified)	1	0	-3	-6	-1	-8	5	-2	-8
CN(Cc1ccccc1)S(=O)(=O)c1ccc(Cl)c(C(=O)NCCc2ccccn2)c1	6	1	7	0	-3	1	2	-5	5

Laid out differently: results already given
> OCCN(Cc1nc(-c2ccc3c(c2)OCO3)no1)Cc1cccs1
  EBNA-1 inh: -2; LYPLA1 counter: 0; GSTO1 inh: 2; LYPLA2 counter: 3; PAD4 inh: -3; PREPL inh: 2; PAFAH1B3 inh: -7; PAFAH2 FP inh: -4; ZTA DNA inh: -4

> COc1ccc(S(=O)(=O)N2CCOC2CNC(=O)C(=O)NCc2ccncc2)cc1OC (stereo unspecified)
  EBNA-1 inh: 12; LYPLA1 counter: -1; GSTO1 inh: 0; LYPLA2 counter: 6; PAD4 inh: -1; PREPL inh: -1; PAFAH1B3 inh: 5; PAFAH2 FP inh: 3; ZTA DNA inh: -6

> O=C(CC(C(=O)O)c1ccc(Cl)cc1)c1ccc(Cl)c(Cl)c1 (stereo unspecified)
  EBNA-1 inh: 1; LYPLA1 counter: 0; GSTO1 inh: -3; LYPLA2 counter: -6; PAD4 inh: -1; PREPL inh: -8; PAFAH1B3 inh: 5; PAFAH2 FP inh: -2; ZTA DNA inh: -8

The list goes on.
SMILES	EBNA-1 inh	LYPLA1 counter	GSTO1 inh	LYPLA2 counter	PAD4 inh	PREPL inh	PAFAH1B3 inh	PAFAH2 FP inh	ZTA DNA inh
Cc1cc2c(C)ccc(C)c2nc1SCC(=O)c1cccs1	6	-5	-2	-4	-5	-13	6	-9	-9
COc1ccc(CCN(C)C2CCCN(C(=O)c3sccc3C)C2)cc1OC (stereo unspecified)	-4	-2	0	0	-3	1	4	-2	14
N#CCCN1CCCc2cc(N=Nc3ccc(C(F)(F)F)cc3)ccc21	-7	-3	1	3	2	7	.	.	-12
CCC(=O)Nc1ccc(C(=O)Nc2ccc3c(c2)C(=O)N(CC2CCCO2)C3=O)cc1 (stereo unspecified)	58*	-6	5	-11	2	-4	-5	-6	8
Cc1ccc(C#N)c(SCc2ccccc2F)n1	1	4	10	13	1	-6	.	.	7
COc1ccc(C(=O)NCc2nnc(SCC(=O)Nc3ccc4c(c3)OCO4)o2)cc1	18	-1	4	2	-3	-5	4	9	-14
CCc1ccc(S(=O)(=O)Nc2ccc(O)c3c(=O)cc(-c4ccccc4Cl)oc23)cc1	8	-19	-3	-29	3	-67	10	-10	-6
CCCCC(=O)Nc1cccc(-c2cn3ccccc3n2)c1	-10	1	0	-4	0	4	-1	-3	-8
CC(Oc1ccc2c(-c3ccccc3)cc(=O)oc2c1)C(=O)O (stereo unspecified)	5	-6	-12	7	3	0	-4	-1	4
CCCCOc1ccc(-c2ncc(C(=O)OCC)c(N)n2)cc1	1	-1	-43	2	-4	-2	5	6	-1
CCOC(=O)CNC(=O)CSc1nnc(NC(=O)c2ccccc2Cl)s1	-4	-1	-5	-2	-1	5	7	-4	-8
O=C(O)C1CC=CCC1C(=O)Nc1cc(Cl)ccc1Cl (stereo unspecified)	-8	0	1	3	-3	8	8	4	5
CCOc1ccc(NC(=O)c2ccc3c(c2)OCCO3)cc1S(=O)(=O)N(CC)CC	.	-5	.	0	0	2	6	-8	14
COc1ccccc1OCc1nnc(SCC(=O)N2CCCCC2)n1-c1ccccc1	2	-1	11	-1	-3	4	-1	-4	15
CCOC(=O)C(/C(C)=N/NC(=O)C1CC1c1ccccc1)C(C)C (stereo unspecified)	0	2	0	-8	-2	-16	2	-2	0
COCCNC(=O)C1c2ccccc2C(=O)N(CCOC)C1c1ccc(F)cc1 (stereo unspecified)	-10	-1	-6	-5	-3	9	-2	-14	-4
Cc1cc(N/C(=N\S(=O)(=O)c2ccc(Cl)cc2)c2ccc(F)cc2)no1	-2	2	4	4	-5	17	1	5	21
Nc1c(/C=C2\C=Nc3ccccc32)c(=O)nc2sc(CC(=O)N3CCOCC3)nn12	-3	-1	14	5	-8	27	6	10	-6
CC(C)(C)NC(=O)CSc1nncn1NCc1ccccc1	-4	-3	-2	3	-1	10	0	-4	7
CCCn1nc(C(=O)N2CCc3ccccc3C2)c2ccccc2c1=O	18	0	0	5	-2	9	1	-2	18
NS(=O)(=O)c1ccc(CCNC(=O)c2ccc(CS(=O)(=O)c3ccc(Br)cc3)o2)cc1	-8	1	-6	3	-5	1	5	5	2
Cc1ccc(NC(=S)Nc2cccnc2)c(S(=O)(=O)N2CCCCC2)c1	1	-10	1	-12	-6	-6	-16	-21	11
O=C(N[C@@H](Cc1ccccc1)C(=O)Nc1ccc(F)cc1)C1CCNCC1	-5	4	5	-5	0	19	15	-2	-3
c1csc(CNc2ccc3c(c2)OCCO3)c1	-2	-3	4	-4	-7	4	4	-3	-6
Cc1cc(C)cc(OC(=O)COc2ccccc2C)c1	-6	2	6	7	1	-6	4	0	-16
O=C(C1CCN(C2CCN(Cc3cccc4c3OCO4)CC2)CC1)N1CCOCC1	5	1	7	5	-2	12	10	0	1
CC(=O)NC(c1cc(Cl)c2ccccc2c1O)C(C)C (stereo unspecified)	.	1	.	3	6	2	17	5	-6
CCn1c2ccccc2c2cc(NC(=O)CSc3nnc(-c4ccccc4)o3)ccc21	5	3	16	6	-5	16	7	-2	7

Screening results as filed in PubChem.

These rows are one share of the data; the hit share may differ from the screen's.
